PMI inhibition: MPI inhibition at elevated mannose 6-phosphate – biochemical, fluorescence intensity, high mannose 6-phosphate, primary screen (AID 1220); recombinant PMI enzyme, coupled fluorescence intensity; higher % means a stronger effect; inhibition, % at 20 µM; hits with a dose series show IC50 in µM; actives 0.66% (n = 190,000); in the data active = inhibition above about 50%
SIAH1 antagonists: Siah-1 peptide-binding antagonists, primary screen, biochemical, fluorescence polarization, rhodamine-plectin, uHTS (AID 1817); Siah-1 / rhodamine-plectin peptide fluorescence polarization; higher % means a stronger effect; displacement, % at 20 µM; hits with a dose series show IC50 in µM; actives 0.02% (n = 290,000);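 active = displacement of at least 50% at 20 µM, with a fluorescence ratio check between 0.3 and a set limit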;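 note: plate controls were Siah plus tracer with DMSO for no effect and tracer alone without Siah for full effect; strong numbers were not always called active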
West Nile virus CPE: inhibition of WNV-induced cytopathic effect – cell-based, CPE readout (AID 1621) | CPE inhibition, % at 10 µM, or IC50 in µM where a hit was titrated | West Nile virus-infected cells, CPE inhibition; higher % means a stronger effect | actives 0.02% (n = 290,000); in the data active = a potency from the dose series; note: strong numbers were not always called active
P. falciparum M17LAP: P. falciparum M17LAP inhibitors, primary screen, biochemical, fluorogenic H-Leu-NHMec substrate, 1536-well (AID 1619); recombinant M17LAP, H-Leu-NHMec fluorogenic kinetic assay; higher % means a stronger effect; one-dose inhibition, % at 30 µM; IC50 in µM for titrated hits; actives 0.38% (n = 220,000);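 active = compound inhibiting the enzyme by more than half at any dose during confirmatory dose-response retesting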;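 note: plate controls were full reaction with DMSO carrier for no effect and no enzyme background for full effect; strong numbers were not always called active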
M1AAP inhibition: P. falciparum M1AAP inhibitors, biochemical, fluorogenic H-Leu-NHMec substrate, 1536-well (AID 1445). inhibition, % at 30 µM, or IC50 in µM where a hit was titrated. recombinant M1AAP, H-Leu-NHMec fluorogenic kinetic assay; higher % means a stronger effect. actives 0.42% (n = 220,000);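 active = primary inhibition above the hit cutoff, then over 50% inhibition at one or more dose response concentrations, cut at about 23% in these data, passing the limit was not always enough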;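 note: plate controls were DMSO full reaction for no effect and no enzyme background for full effect; strong numbers were not always called active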
PhoP inhibition: PhoP-dependent GFP reporter repression – Salmonella Typhimurium, primary screen (AID 1863) | actives 0.16% (n = 300,000) | S. Typhimurium PhoP-regulated promoter GFP reporter, 4 h; higher % means a stronger effect | inhibition, % at 50 µM, or IC50 in µM where a hit was titrated;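 active = inhibition over 29.93%, a cutoff 3 SD above the screen mean, later confirmed by dose response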;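 note: 0% = low Mg2+ inducing control and 100% = high Mg2+ repressing control; strong numbers were not always called active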
Yfh1-depleted yeast: mitochondrial function rescue without frataxin homolog – Friedreich's ataxia, plus single-dose screen, dose response (AID 1465); S. cerevisiae Yfh1-off respiration, WST-1 reduction, 72 h; higher fold induction means a stronger effect; actives 0.074% (n = 220,000); fold induction at 50 µM; hits with a dose series show EC50 in µM;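 active = fold induction of absorbance versus untreated yeast above a set limit, then at least 30% activation at any dose in follow-up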;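 note: activators that raise dye reduction in frataxin-depleted yeast; strong numbers were not always called active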
ER stress rescue: protection against thapsigargin-triggered cell killing – 384-well, CSM14.1, ATP luminescence, primary screen (AID 1222) | CSM14.1 thapsigargin-induced death rescue, ATP luminescence; higher % means a stronger effect | 190,000 tested, under 10 active | cellular ATP content (survival), % at 20 µM, or EC50 in µM where a hit was titrated;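 active = EC50 below 50 µM in the dose-response confirmation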;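 note: death triggered by thapsigargin at about 15 µM added after 2 h compound pretreatment; cell ATP read after overnight thapsigargin exposure of roughly 18 to 22 hours; normalized against plate controls of thapsigargin alone and 5% DMSO vehicle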
XIAP antagonists: small molecules displacing peptide from XIAP – biochemical, IAP family, fluorescence polarization (AID 1018) | XIAP BIR domain, fluorescence polarization peptide displacement; higher % means a stronger effect | one-dose displacement, % at 20 µM; IC50 in µM for titrated hits | actives 0.007% (n = 200,000); in the data active = displacement above about 50%; note: a part of the inactive calls stands beside numbers as strong as those of hits
Active calls of the source: *. Rows were taken by chance (roughly 1.6% active in at least one column).

O=C(NCc1cccs1)c1nc2ncccn2n1 was read as PMI inhibition -5%, SIAH1 antagonists 1%, West Nile virus CPE -0.1%, P. falciparum M17LAP 5%, M1AAP inhibition 5%, PhoP inhibition 5%, Yfh1-depleted yeast inactive, ER stress rescue 0.3% and XIAP antagonists -5.6%.
Screening COc1ccc(NC(=O)c2cc(-c3ccccc3Cl)no2)cc1 returned PMI inhibition 2%, SIAH1 antagonists 2%, West Nile virus CPE 0.1%, P. falciparum M17LAP 10%, M1AAP inhibition -1%, PhoP inhibition 9%, Yfh1-depleted yeast inactive, ER stress rescue 5.5% and XIAP antagonists -1.3%.
For Cc1ccccc1C(=O)NC(CC(C)C)C(=O)OCC(=O)c1c(N)n(C)c(=O)n(C)c1=O (stereo unspecified) the results were PMI inhibition 3%, SIAH1 antagonists 11%, West Nile virus CPE -0.2%, P. falciparum M17LAP -1%, M1AAP inhibition 1%, PhoP inhibition -9%, Yfh1-depleted yeast inactive, ER stress rescue -6.9% and XIAP antagonists -1.0%.
For O=C(O)CCN1C(=O)CC(N2C(=O)/C(=C/c3ccc(Cl)cc3)SC2=S)C1=O (stereo unspecified) the results were PMI inhibition -9%, SIAH1 antagonists 11%, West Nile virus CPE 0.3%, P. falciparum M17LAP 22µM*, M1AAP inhibition 16%, PhoP inhibition 40µM*, Yfh1-depleted yeast inactive, ER stress rescue -3.2% and XIAP antagonists -2.6%.
Screening CN(c1ccccc1)S(=O)(=O)c1cccc(NC(=O)Cn2cnc3c2c(=O)n(C)c(=O)n3C)c1 returned PMI inhibition 3%, SIAH1 antagonists 9%, West Nile virus CPE -0.9%, P. falciparum M17LAP 0%, M1AAP inhibition -1%, PhoP inhibition 2%, Yfh1-depleted yeast inactive, ER stress rescue -0.1% and XIAP antagonists -15%.
Cc1ccc(-c2cc(C(=O)NCc3ccco3)c3ccccc3n2)s1 was read as PMI inhibition -7%, SIAH1 antagonists -9%, West Nile virus CPE 0.1%, P. falciparum M17LAP -72%, M1AAP inhibition -2%, PhoP inhibition 18%, Yfh1-depleted yeast inactive, ER stress rescue -1.2% and XIAP antagonists -2.9%.
For C#CCn1cc(/C=N/NC(=O)c2cc3ccccc3o2)c2ccccc21 the results were PMI inhibition 0%, SIAH1 antagonists -5%, West Nile virus CPE -0.3%, P. falciparum M17LAP -1%, M1AAP inhibition 13%, PhoP inhibition -5%, Yfh1-depleted yeast inactive, ER stress rescue -1.6% and XIAP antagonists -7.7%.
O=C(c1cc(-c2ccccc2)nc2ccccc12)N1N=C(C(F)F)CC1(O)C(F)F (stereo unspecified) was read as PMI inhibition 22%, SIAH1 antagonists 2%, West Nile virus CPE -0.5%, P. falciparum M17LAP 9%, M1AAP inhibition -4%, PhoP inhibition 24%, Yfh1-depleted yeast inactive, ER stress rescue -1.7% and XIAP antagonists 0.0%.
`ONC(=Nc1ccccc1)C(=Nc1ccccc1)NO` gave PMI inhibition -1%, SIAH1 antagonists -4%, West Nile virus CPE 0.1%, P. falciparum M17LAP 5%, M1AAP inhibition 3%, PhoP inhibition -4%, Yfh1-depleted yeast inactive, ER stress rescue -2.0% and XIAP antagonists -3.6%.
N/C(Cc1cccs1)=N\OC(=O)COc1ccc(Cl)cc1Cl was read as PMI inhibition 1%, SIAH1 antagonists -4%, West Nile virus CPE 0.3%, P. falciparum M17LAP 17%, M1AAP inhibition 4%, PhoP inhibition 16%, Yfh1-depleted yeast inactive, ER stress rescue 3.3% and XIAP antagonists -6.0%.
For O=C(Nc1ccccc1N1CCOCC1)c1cccs1 the results were PMI inhibition 3%, SIAH1 antagonists 2%, West Nile virus CPE 0.1%, P. falciparum M17LAP 2%, M1AAP inhibition -2%, PhoP inhibition 5%, Yfh1-depleted yeast inactive, ER stress rescue -1.2% and XIAP antagonists -20%.
`O=C(Cn1cc2c(n1)CCCC2)NCCCN1CCCC1` gave PMI inhibition -4%, SIAH1 antagonists -4%, West Nile virus CPE -0.8%, P. falciparum M17LAP 13%, M1AAP inhibition 6%, PhoP inhibition -2%, Yfh1-depleted yeast inactive, ER stress rescue -0.4% and XIAP antagonists -3.3%.
Cc1cc(C)c(S(=O)(=O)N2CCCCC2)c(C)c1N(C)S(=O)(=O)c1ccccc1 was read as PMI inhibition 15%, SIAH1 antagonists 2%, West Nile virus CPE -0.7%, P. falciparum M17LAP -9%, M1AAP inhibition -1%, PhoP inhibition 4%, Yfh1-depleted yeast inactive, ER stress rescue -0.8% and XIAP antagonists -4.1%.
Screening Cc1ccc(-c2cc(C(=O)NCCCn3ccnc3)c3ccccc3n2)s1 returned PMI inhibition -6%, SIAH1 antagonists 8%, West Nile virus CPE -1.5%, P. falciparum M17LAP -274%, M1AAP inhibition 22%, PhoP inhibition -3%, Yfh1-depleted yeast inactive, ER stress rescue -0.8% and XIAP antagonists -4.9%.
Screening COc1ccc(NC(=O)c2ccccc2SC)cc1 returned PMI inhibition 1%, SIAH1 antagonists -7%, West Nile virus CPE -0.6%, P. falciparum M17LAP 2%, M1AAP inhibition 7%, PhoP inhibition -2%, Yfh1-depleted yeast inactive, ER stress rescue -0.5% and XIAP antagonists -7.2%.
Screening COc1ccccc1C1C(C#N)=C(N)N(c2cccnc2)C2=C1C(=O)CC(C)(C)C2 (stereo unspecified) returned PMI inhibition -3%, SIAH1 antagonists 6%, West Nile virus CPE -0.2%, P. falciparum M17LAP 5%, M1AAP inhibition 10%, PhoP inhibition 12%, Yfh1-depleted yeast inactive, ER stress rescue -0.6% and XIAP antagonists -9.5%.
`CCCCC(=O)N=c1sc2cc([N+](=O)[O-])ccc2n1C` gave PMI inhibition 6%, SIAH1 antagonists 6%, West Nile virus CPE -0.4%, P. falciparum M17LAP -7%, M1AAP inhibition 7%, PhoP inhibition -2%, Yfh1-depleted yeast inactive and XIAP antagonists -1.0%.
COc1ccccc1CNC(=O)CSc1ccsc1[N+](=O)[O-] was read as PMI inhibition 16%, SIAH1 antagonists 10%, West Nile virus CPE -0.7%, P. falciparum M17LAP 12%, M1AAP inhibition 8%, PhoP inhibition -1%, Yfh1-depleted yeast inactive, ER stress rescue 5.5% and XIAP antagonists -10%.
Screening Fc1ccccc1-n1cc(-c2ccccc2)[nH]c1=S returned PMI inhibition 2%, SIAH1 antagonists 4%, West Nile virus CPE 0.4%, P. falciparum M17LAP -4%, M1AAP inhibition 9%, PhoP inhibition -1%, Yfh1-depleted yeast inactive, ER stress rescue -2.6% and XIAP antagonists -1.3%.
COc1ccccc1-n1c(SCC(=O)N2CCCC2)nnc1-c1ccccc1 was read as SIAH1 antagonists 8%, West Nile virus CPE 0.3%, P. falciparum M17LAP -2%, M1AAP inhibition 7%, PhoP inhibition 1% and Yfh1-depleted yeast inactive.
`CCOc1cc(/C=N/NC(=O)CN2CCCCC2)ccc1OCc1ccccc1` gave PMI inhibition -9%, SIAH1 antagonists -2%, West Nile virus CPE 0.4%, P. falciparum M17LAP 8%, M1AAP inhibition 17%, PhoP inhibition -8%, Yfh1-depleted yeast inactive, ER stress rescue -0.6% and XIAP antagonists -8.9%.
For Cc1ccc(CCNC(=O)C2CCC(CNc3c(N4CCCC4)c(=O)c3=O)CC2)cc1 (stereo unspecified) the results were PMI inhibition 6%, SIAH1 antagonists -3%, P. falciparum M17LAP 11%, M1AAP inhibition 3%, PhoP inhibition 13%, ER stress rescue -0.4% and XIAP antagonists -2.7%.
Screening Cc1ccc(N2C(=O)CC(Sc3nc(-c4ccccc4)c4cc(Cl)ccc4n3)C2=O)c(C)c1 (stereo unspecified) returned PMI inhibition 14%, SIAH1 antagonists -2%, West Nile virus CPE -0.4%, P. falciparum M17LAP 12%, M1AAP inhibition 9%, PhoP inhibition -12%, Yfh1-depleted yeast inactive, ER stress rescue 1.4% and XIAP antagonists -9.3%.
Screening COc1cccc(C(C#N)N2CCOCC2)c1 (stereo unspecified) returned PMI inhibition -4%, SIAH1 antagonists -6%, West Nile virus CPE 0.0%, P. falciparum M17LAP 6%, M1AAP inhibition 7%, PhoP inhibition 4%, Yfh1-depleted yeast inactive, ER stress rescue -0.1% and XIAP antagonists -0.6%.
For O=C(CSCCO)Nc1cc(C(F)(F)F)ccc1Cl the results were PMI inhibition 2%, SIAH1 antagonists 1%, West Nile virus CPE -0.3%, P. falciparum M17LAP -1%, M1AAP inhibition 1%, PhoP inhibition 17%, Yfh1-depleted yeast inactive, ER stress rescue -0.5% and XIAP antagonists -3.4%.
Screening Cc1cccc(NC(=O)C2CCCN2C(=O)OCC(C)C)c1C (stereo unspecified) returned PMI inhibition -3%, SIAH1 antagonists -3%, West Nile virus CPE -0.3%, P. falciparum M17LAP -8%, M1AAP inhibition 4%, PhoP inhibition -5%, Yfh1-depleted yeast inactive, ER stress rescue -2.4% and XIAP antagonists -12%.
`COc1ccc(CN2CCCCC2C)cc1C` (stereo unspecified) gave PMI inhibition 1%, SIAH1 antagonists -4%, West Nile virus CPE -0.1%, P. falciparum M17LAP -5%, M1AAP inhibition 2%, PhoP inhibition -5%, Yfh1-depleted yeast inactive, ER stress rescue -0.3% and XIAP antagonists -3.6%.
CCOC(=O)c1c(/N=C/c2ccc(OC)cc2O)sc2c1CCN(C)C2 was read as SIAH1 antagonists -4%, West Nile virus CPE 0.1%, P. falciparum M17LAP -7%, M1AAP inhibition 2%, PhoP inhibition -12% and Yfh1-depleted yeast inactive.
Screening CC(C)(C)n1c(=O)[nH]c2c(c1=O)CCC2 returned PMI inhibition -14%, SIAH1 antagonists -5%, West Nile virus CPE 0.4%, P. falciparum M17LAP 8%, M1AAP inhibition -5%, PhoP inhibition 1%, Yfh1-depleted yeast inactive, ER stress rescue -1.8% and XIAP antagonists -5.0%.
CCC(=O)Nc1nc(CC(=O)Nc2ccccc2OC)cs1 was read as PMI inhibition -4%, SIAH1 antagonists -4%, West Nile virus CPE 0.1%, P. falciparum M17LAP 4%, M1AAP inhibition -11%, PhoP inhibition -2%, Yfh1-depleted yeast inactive, ER stress rescue -2.3% and XIAP antagonists -14%.
Screening CC(C)OP(=O)(OC(C)C)C(Nc1ccccc1)c1cccnc1 (stereo unspecified) returned SIAH1 antagonists 3%, West Nile virus CPE 0.2%, P. falciparum M17LAP -8%, M1AAP inhibition 2%, PhoP inhibition -1% and Yfh1-depleted yeast inactive.
